A-T KAP1 phos: qHTS Assay for Identifying a Potential Treatment of Ataxia-Telangiectasia. […] A-T fibroblasts, KAP-1 phosphorylation AlphaLISA; neocarzinostatin DNA damage 30 min before lysis. Potency, µM (series often up to 57.5 µM), for inactives: at the top dose activation, actives largely listed as activators. hit rate 0.19% among 320,000; note: potency is the fitted concentration of half-maximal effect; % of control where 0% means no effect; nearly all actives have a fitted effect of over 45% in size
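ATM-like activity read as KAP-1 phosphorylation via AlphaLISA donor/acceptor antibody pairs after lysis and 6 hr at 25C. Cells were ATM-null patient fibroblasts ([…], hTERT), dosed 60 min, then exposed to the DSB inducer NCS for 30 min.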
ASM inhibitor: Inhibitors of Secretory Acid Sphingomyelinase (S-ASM): qHTS. Sphingomyelin phosphodiesterase (Homo sapiens), P17405. placental ASM, HMU-PC fluorogenic substrate, 60 min. Potency, µM (doses to about 57.5 µM), for the others: top-dose activity change, negative = inhibition, usual class: inhibitors. hit rate 0.006% among 340,000; note: potency is the fitted concentration of half-maximal effect
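Fluorogenic HMU-PC substrate (9 uM final) is turned over by placental ASM in 60 min at 37 C after a 10 min compound preincubation. Reaction ended by alkaline stop (pH 10), with fluorescence read at 386/447 nm.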
Tb PFK inh: qHTS Assay to Find Inhibitors of T. brucei phosphofructokinase. ATP-dependent 6-phosphofructokinase (Trypanosoma brucei brucei), O15648. T. brucei PFK, ADP-Glo luminescence. Potency, µM (series often up to 57.5 µM), inactives show at the highest dose activity, negative = inhibition, usual class: inhibitors. hit rate 0.17% among 330,000;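 note: potency is the fitted concentration of half-maximal effect; 0% = uninhibited 1x PFK enzyme wells and -100% = no-enzyme wells; nearly all actives have a fitted effect of over 60% in size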
Target sequence (O15648 whole entry, looked up): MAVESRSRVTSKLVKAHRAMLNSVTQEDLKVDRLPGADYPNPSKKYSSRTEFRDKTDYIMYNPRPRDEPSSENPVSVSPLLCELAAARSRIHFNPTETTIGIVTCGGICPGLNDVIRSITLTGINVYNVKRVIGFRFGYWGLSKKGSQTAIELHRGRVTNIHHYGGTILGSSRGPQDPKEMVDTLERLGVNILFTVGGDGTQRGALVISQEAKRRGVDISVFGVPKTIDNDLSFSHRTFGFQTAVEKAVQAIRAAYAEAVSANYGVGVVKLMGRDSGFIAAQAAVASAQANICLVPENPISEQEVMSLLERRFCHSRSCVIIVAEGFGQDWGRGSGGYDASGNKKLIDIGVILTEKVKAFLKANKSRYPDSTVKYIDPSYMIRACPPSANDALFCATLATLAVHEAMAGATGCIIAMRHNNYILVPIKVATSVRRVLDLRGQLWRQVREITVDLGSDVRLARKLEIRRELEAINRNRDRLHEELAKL
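Compounds were pin-transferred as a titration series up to 57 uM into substrate buffer (0.5 mM F6P, 0.1 mM ATP, pH 8.0), then 1.25 nM PFK was added and reactions ran 45 min before ADP-Glo detection.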
Mito fusion yeast: qHTS Assay for Small Molecule Inhibitors of Mitochondrial Division or Activators of Mitochondrial Fusion | S. cerevisiae fusion-defective mutant growth rescue, CellTiterGlo 48 h | Potency, µM (top dose mostly 46.1 µM), without a hit: at the top dose growth rescue (activation), most hits filed as activators | hit rate 0.23% among 320,000 | AID 485298, 2010;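 note: potency is the fitted concentration of half-maximal effect; % of control where 0% means no effect; nearly all actives have a fitted effect of over 45% in size; temperature-sensitive fusion mutants such as fzo1-1 at 37 °C on non-fermentable ethanol glycerol medium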
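Yeast fusion mutant, YPEG (non-fermentable carbon), compound, 48 h at 37C non-permissive; CellTiterGlo added, 10 min RT, luminescence read. Rescued growth = division inhibition.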
Eya2 phos inh: qHTS Assay for Inhibitors of the Phosphatase Activity of Eya2; Protein phosphatase EYA2 (Homo sapiens), O00167; recombinant Eya2, OMFP fluorescence dephosphorylation (OMFP is methylfluorescein phosphate); Potency, µM (doses to about 76.9 µM), for inactives: at the highest dose activity, negative = inhibition, usual class: inhibitors; hit rate 0.006% among 330,000; note: potency is the fitted concentration of half-maximal effect; % is set by controls: 0 for no effect and ±100 for the full control effect
Target sequence (O00167 whole entry, looked up): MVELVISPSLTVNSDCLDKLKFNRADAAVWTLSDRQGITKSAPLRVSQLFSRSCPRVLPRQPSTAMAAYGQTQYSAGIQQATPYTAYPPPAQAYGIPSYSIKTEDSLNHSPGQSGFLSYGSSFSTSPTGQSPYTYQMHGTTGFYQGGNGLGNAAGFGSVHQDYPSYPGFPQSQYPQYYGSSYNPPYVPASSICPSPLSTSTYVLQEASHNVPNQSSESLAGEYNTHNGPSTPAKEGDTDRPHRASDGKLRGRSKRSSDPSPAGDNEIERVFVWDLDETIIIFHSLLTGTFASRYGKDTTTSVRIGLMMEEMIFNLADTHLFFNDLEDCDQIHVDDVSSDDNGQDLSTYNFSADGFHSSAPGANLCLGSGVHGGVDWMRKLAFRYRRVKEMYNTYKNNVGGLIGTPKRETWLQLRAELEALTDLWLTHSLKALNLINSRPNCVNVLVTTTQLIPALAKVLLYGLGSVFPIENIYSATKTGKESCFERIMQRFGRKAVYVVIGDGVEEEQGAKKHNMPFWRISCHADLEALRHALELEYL
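Eya2 (0.2 uM) preincubated 10 min at ambient with compound, then OMFP substrate added at 50 uM; 10 min reaction in 50 mM HEPES pH 7.5, 50 mM NaCl, 5 uM MgCl2, 0.05% BSA, 1 mM DTT. Fluorescence read at Ex 485/Em 525 nm.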
ELG1 DNA repair: qHTS screen for small molecules that inhibit ELG1-dependent DNA repair in human embryonic kidney (HEK293T) cells expressing luciferase-tagged ELG1. HEK293T ELG1-luciferase reporter, luminescence, 16 h; DNA damage induced by 5-fluorouridine. AID 504467, 2011. hit rate 2.3% among 330,000. Potency, µM (titrated, usually from 46.1 µM), for the others: top-dose activity change, negative = inhibition, most hits filed as inhibitors; note: potency is the fitted concentration of half-maximal effect; % is set by controls: 0 for no effect and ±100 for the full control effect; nearly all actives have a fitted effect of over 55% in size
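Quantitative HTS, concentration-response format. 2,000 cells/well co-treated with 5-fluorouridine and compound, 16 hr in 5% CO2 at 37 °C; ONE-Glo luminescence read after 30 min.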
TCR act: Activators of T cell receptors: qHTS campaign; Potency, µM (doses to about 9.22 µM), inactives show at the highest dose activation of IL-2 secretion, most hits filed as activators; 330,000 tested, under 10 active; primary human leukocytes, anti-CD3, IL-2 HTRF, 48 h; note: % of control where 0% means no effect
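Primary human leukocytes incubated 48 hr with anti-CD3 beads plus compound, without co-stimulation. Secreted IL-2 measured by HTRF (europium cryptate/d2 anti-IL-2 pair, 320 nm excitation, 665 nm emission).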
TSHR antag: Antagonists of the Thyroid Stimulating Hormone Receptor: HTS campaign; Thyrotropin receptor (Homo sapiens), P16473; TSHR-expressing cells, TSH-stimulated cAMP HTRF, 2 h; active compounds read low; activity change, negative = inhibition, % at 11.5 µM; hit rate 0.2% among 330,000; AID 504810, 2011;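 active = activity change below a set negative limit, meaning inhibition stronger than a set level, cut at about -70% in these data; inconclusive = activity change between two set negative limits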; note: % is set by controls: 0 for no effect and ±100 for the full control effect
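TSHR-expressing cells were treated with compounds, then stimulated with TSH at EC80 (4nM final) for 2 hours at 37 deg C. Cellular cAMP was measured by HTRF competition between lysate cAMP and cAMP-d2 for a cryptate-labelled anti-cAMP antibody.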
PTAP TSG101 blk: qHTS Assay for Iinhibitors of HIV-1 Budding by Blocking the Interaction of PTAP/TSG101. Tumor susceptibility gene 101 protein (Homo sapiens), Q99816. Fluorescence polarization, FITC-PTAP peptide / Tsg101 binding. Potency, µM (series often up to 115 µM), without a hit: top-dose activity change, negative = inhibition, actives largely listed as inhibitors. AID 493005, 2010. 340,000 tested, under 10 active; active = well fitted inhibition curve with a large enough effect in the main read-out, with a control signal flat, not every such curve was filed as active; inconclusive = small, poorly fitted or top-dose-only effect, or effect the other way, or a change in a side signal; inactive = no such curve, though single readings can be large or run the other way; note: potency is the fitted concentration of half-maximal effect; % of control where 0% means no effect
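FP read-out: FITC-PTAP peptide, 50 nM final, binding Tsg101 binding domain, 10 uM final; 20 min, r.t.; 10 mM HEPES pH 7.5, 0.15 M NaCl, 0.01% Tween 20, 3 mM EDTA, 0.1 mM TCEP.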
Chronic BCR inh: qHTS Assay to Find Inhibitors of Chronic Active B-Cell Receptor Signaling | Potency, µM (top dose mostly 46.1 µM), for inactives: at the highest dose ratio change, negative = lower green/red ratio, most hits filed as inhibitors | hit rate 0.05% among 340,000 | ABC-DLBCL IkBa-CBG/CBR reporter, luminescence ratio, 4 h; active = well fitted inhibition curve with a large enough effect in the signal ratio, with a control signal flat, not every such curve was filed as active; inconclusive = small, poorly fitted or top-dose-only effect, or effect the other way, or a change in a side signal; the % refers to the signal ratio;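 note: potency is the fitted concentration of half-maximal effect; plate controls were basal doxycycline-induced cells for no effect and cells given 10 µM MG132 for full effect; MG132 reads +100%, hits lower the ratio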
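Compounds up to 46 uM were incubated four hours with TMD8 cells whose green CBG68 luciferase is fused to IkappaBalpha; red CBR luminescence normalised the signal, and concentration-effect curves were fitted to fusion, red and ratio data.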
a7 integrin act: qHTS for Activators of Integrin-Mediated Alleviation for Muscular Dystrophy. alpha7betagal myoblasts, beta-gal FDG fluorescence, 48 h. Potency, µM (series often up to 38.3 µM), without a hit: top-dose activation, usual class: activators. hit rate 0.064% among 350,000. AID 624291, 2012;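 note: potency is the fitted concentration of half-maximal effect; 100% = response of the positive control SU9516; nearly all actives have a fitted effect of over 60% in size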
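alpha7betagal+/- myoblasts (passage 13, 250/well) treated 48 h at 37C with compounds at 1:260 dilution of DMSO stock. Lysed, then beta-galactosidase activity read as FDG fluorescence (ex 480/em 540) after 30 min, with pre-read for autofluorescence.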
The depositor's hits bear a star; ? = inconclusive; · = no result given; [ ] = dose if it differs, or a comment. Unless noted, calls come from the whole dose curve; as a rule, active = well fitted curve in the direction sought with a large enough effect; inconclusive = small, poorly fitted or top-dose-only effect, or another doubt; inactive = no such curve, though single readings can be large; an effect the other way counts as inactive or inconclusive.

mol | TCR act | a7 integrin act | TSHR antag | ASM inhibitor | A-T KAP1 phos | Chronic BCR inh | Eya2 phos inh | Mito fusion yeast | ELG1 DNA repair | Tb PFK inh | PTAP TSG101 blk
CC(Sc1nnc2n1CCCCC2)C(=O)Nc1cccc(S(=O)(=O)N2CCOCC2)c1 (stereo not drawn) | · | -3.3% | 15.3 | 1.2% | -9.7% | 0.2% | 18.3% | 1.5% | 15.0% | 0.0% | -3.6%
CC(Sc1nnc(-c2ccco2)n1N)C(=O)NC1CCCCC1C (stereo not drawn) | 6.9% | 0.0% | -0.4 | 0.6% | 3.5% | -0.8% | 15.7% | -1.6% | 5.8% | -2.6% | -0.6%
COc1ccc(C2C(C(=O)C(C)(C)C)=C(O)C(=O)N2Cc2ccccc2)cc1 (stereo not drawn) | -17.1%[46.1 µM] | 16.0% | -9.1 | 0.1% | -6.4% | 10.5% | -5.3% | 1.7% | -1.4% | -7.7% | -0.6%
C#CCOCCOCCOCCNc1nc(N2CCN(C(=O)C([C@@H](C)O)n3cc([C@@H](N)CCCCN)nn3)CC2)nc(N2CCN(C(=O)[C@H](CCCN=C(N)N)n3cc(C(N)[C@@H](C)CC)nn3)CC2)n1 (stereo partly drawn) | -3.7% | -24.2% | -7.2 | 1.1% | -4.0% | 1.5% | -13.9% | · | ? | 4.1% | -6.6%
COCCCNC(=O)C[C@H]1C[C@H](C(=O)N2CCCCC2)[C@@]2(C)c3[nH]c4cc(-c5ccco5)ccc4c3CCN2C1=O | 0.2%[46.1 µM] | -15.0% | -5.1 | -0.1% | -6.0% | -8.8% | 3.4% | · | -25.8% | -14.3% | -4.5%
CC(C)Oc1ccc(-c2cc(C(=O)NCCN3CCOCC3)c3ccccc3n2)cc1 | -3.2% | 1.9% | 7.3 | 135.1%[activator] | 8.0% | 12.5% | -3.4% | 9.6% | ? | 0.6% | -0.7%
CC(=O)NC(Cc1ccc(F)c(F)c1)C(=O)NC1CCN(c2c(Cc3ccccc3)c(C)nc3ncnn23)CC1 (stereo not drawn) | 0.8% | 9.3% | -7.0 | 8.3% | -4.7% | 5.5% | 2.1% | 14.1% | 4.5% | -2.5% | -2.7%
COC(C)(C)c1cc(C(C)(C)C)nc(N)n1 | -0.5% | 7.9% | 10.3 | 5.3% | -1.1% | 3.9% | 6.3% | -3.7% | 20.7% | -2.4% | -2.6%
CCCOP(=O)(OCCC)C(NC(=O)C(C)(C)C)c1ccccc1 (stereo not drawn) | -15.1%[46.1 µM] | 12.4% | -9.3 | 0.2% | -1.7% | 6.9% | -5.2% | -1.3% | -3.0% | 0.0% | 0.8%
O=C(Nc1nc(-c2ccco2)c(-c2ccco2)s1)c1ccc(F)cc1F | 8.9% | -22.3% | -2.2 | -0.5% | ? | ? | -15.1% | -7.7% | ? | ? | 0.0%
COc1cc(-c2[nH]ncc2CN(C)Cc2nonc2C)cc(OC)c1OC | -78.9% | 16.1% | 19.2 | 2.4% | 0.6% | -14.3% | ? | 2.8% | 6.6% | -2.3% | -4.9%
C=CCN1C(=O)/C(=C2/C(=O)N(CC(=O)O)c3ccccc32)S/C1=N/c1nccs1 | · | · | -1.2 | · | -10.5% | -2.6% | 10.8% | -1.3% | -21.2% | ? | ·
NC(=O)C1(N2CCCCC2)CCN(c2ccc3nnc(-c4ccccc4)n3n2)CC1 | -1.1% | -3.7% | 0.0 | -2.8% | 0.7% | 1.2% | 7.9% | -0.3% | 1.9% | -2.1% | -1.0%
CCC(=O)NC(NC(=S)Nc1ccccc1Br)C(Cl)(Cl)Cl (stereo not drawn) | 4.3%[46.1 µM] | 17.0% | -2.4 | -1.3% | -3.4% | 10.4% | 9.2% | 4.1% | -13.1% | 3.8% | -0.5%
Cn1cnc(S(=O)(=O)N2CCN(c3cccc(Cl)c3)CC2)c1 | 2.8% | 11.5% | 41.0 | -1.8% | 7.8% | 4.1% | -7.6% | 22.9% | ? | -23.0% | 0.5%
COc1ccc2oc(C(=O)Nc3nc4ccccc4[nH]3)c(C)c2c1 | -7.9% | 15.6% | -8.2 | -7.5% | 8.5% | ? | 10.3% | -2.1% | ? | 1.0% | -6.0%
CCOc1ccccc1C(=O)Nc1ccc(S(=O)(=O)Nc2cc(OC)nc(OC)n2)cc1 | -4.1% | 0.0% | 7.8 | -12.2% | 18.1% | -0.1% | 6.5% | 3.0% | 2.7% | 5.0% | 1.6%
CCOc1ccc(NC(=O)COC(=O)CCCc2c[nH]c3ccccc23)cc1 | 0.4% | -14.6% | -3.3 | -13.9% | 5.3% | -1.0% | -22.3% | -4.8% | ? | -9.5% | -4.3%
CC(=O)c1cccc(NC(=O)C(C)OC(=O)c2ccc(Br)o2)c1 (stereo not drawn) | -2.8% | 17.1% | -3.9 | 1.3% | 7.4% | ? | -12.4% | 3.0% | 7.7% | 2.9% | -7.0%
Clc1cc2c(c(CSc3nc4ccccc4n4cccc34)c1)OCOC2 | 5.6% | 0.6% | -4.9 | -0.2% | 0.6% | -26.1% | 0.5% | -3.2% | 8.8% | 3.2% | 0.9%
COc1ccc(OCC(=O)Nc2ccccc2OC(F)F)cc1 | 5.9% | 20.4% | -2.3 | 1.1% | 4.0% | ? | -3.4% | 13.7% | 19.9% | 10.5% | -2.3%
CCOC(=O)c1cnc2ccc(C(=O)OC)cc2c1Nc1ccc(C(=O)O)cc1 | -3.6% | 18.4% | -10.0 | 3.1% | -2.2% | -4.3% | 2.6% | 3.5% | ? | 0.6% | -4.6%
N#CC(c1ccc(Cl)cc1)N1CCOCC1 (stereo not drawn) | 13.4% | 7.9% | 13.1 | -2.7% | 2.9% | -10.9% | -4.3% | 3.1% | 14.5% | 0.2% | -2.2%
CCN(CC)CCOc1ccc(/C(=C(\Cl)c2ccccc2)c2ccccc2)cc1 | -3.9% | · | 4.9 | -17.5% | 7.6% | -9.9% | -37.3% | -29.8% | -2.4% | -7.1% | -0.6%
CCCC(=O)Nc1nc2n(n1)C(c1ccccc1)CC(=O)N2 (stereo not drawn) | 0.3% | 5.8% | -1.4 | -0.8% | -4.7% | 3.8% | -3.7% | 2.6% | -2.1% | -0.7% | -4.1%
Nc1ccc(N2CCCC2)c(S(=O)(=O)Nc2cccc(C(F)(F)F)c2)c1 | -2.0% | -5.8% | 9.0 | 16.2% | 2.4% | -2.7% | 2.1% | · | -1.7% | 0.0% | 1.8%
CCN(CC(=O)Nc1c(F)cccc1F)C(=O)CCNC(=O)c1ccccc1OC | -1.8% | 5.4% | -8.2 | -1.0% | 12.0% | -9.6% | -10.3% | 2.3% | 14.3% | -3.8% | -6.1%
CCC(C)(C)n1nnnc1C(c1ccc(OC)c(OC)c1)N1CCN(c2ccccc2)CC1 (stereo not drawn) | -1.2% | 15.7% | 3.3 | -0.2% | -15.1% | -2.8% | -5.8% | -2.8% | -11.8% | 0.0% | -11.0%
O=C(NCc1ccc(Cl)cc1)C1CCCCN1S(=O)(=O)c1ccccc1 (stereo not drawn) | 6.6% | 0.0% | 4.5 | -1.9% | -7.5% | ? | -8.7% | 7.2% | -3.6% | -4.3% | -1.7%
O=C(COc1ccccc1)NS(=O)(=O)c1ccccc1 | -7.9% | 9.3% | -4.0 | -0.9% | -4.0% | 7.1% | 2.3% | -3.9% | -6.7% | 1.1% | -4.9%
